Screens from PubChem.
INS promoter inh: TRM-6 insulin promoter activity inhibition; inhibition, % at 2 µM; hit rate 0.9% among 130,000; TRM-6 cells (human fetal islet line), insulin promoter-eGFP reporter, imaging; reporter expression induced with tamoxifen;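 active = inhibition above the mean plus 3 SD, with well images judged a real hit on visual review, cut at about 60% in these data, passing the limit was not always enough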
sdo1 growth: compounds rescuing growth of sdo1-depleted yeast, bone marrow failure model. hit rate 0.21% among 140,000. AID 817. z-score at 10 µM. S. cerevisiae sdo1-depleted JHY4D growth rescue, OD600 30 h; active compounds read high; pdr5 snq2 efflux-pump mutant strain;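 active = z-score above 3 at both the 24 hr and the 30 hr optical density reads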;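 also: z-score against mean and SD of all compound wells on the same plate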
sdo1 growth Rescue 24 h: further read-out of sdo1 growth, marked with its call; z-score; S. cerevisiae sdo1-depleted JHY4D growth rescue, OD600; measured here: growth rescue at 24 h;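 0 is the plate mean of compound wells and units are plate SD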
* hit, by the source's call; i = inactive; · = not tested or not shown. No enrichment for hits; 0.92% or so of the library scored in one or more.

# | INS promoter inh | sdo1 growth | sdo1 growth Rescue 24 h | Molecule
1 | 15 | · | · | O=[N+]([O-])c1ccccc1S(=O)(=O)N1CCN(CC2CC3C=CC2C3)CC1 (configuration not stated)
2 | -6 | -0.91 | -0.35 | COc1cc2c(cc1NC(=O)/C=C/c1ccccc1)oc1ccccc12
3 | 43 | -1.4 | -2.2 | COc1ccc(OC)c(NC(=O)C(=O)NCCC2=CCCCC2)c1
4 | 43 | · | · | CC(C)C1CC(CCN)(Cc2ccccc2)CCO1 (configuration not stated)
5 | 4 | 0.94 | 1.3 | Cc1cc(C)n(C(=O)c2cccc(S(=O)(=O)N3CCCC3)c2)n1
6 | 0 | · | · | O=C(CSc1nnnn1C1CCCCC1)N1CCOCC1
7 | 14 | · | · | CCCn1c(SCC(=O)Nc2ccccc2C(=O)OCC)nc2c1c(=O)n(C)c(=O)n2C
8 | 10 | -0.05 | 0.45 | CCN(CC)CCNC(C(=O)Nc1ccc([N+](=O)[O-])cc1Br)c1ccccc1 (configuration not stated)
9 | · | 0.06 | -0.42 | CC1CCN(C(=S)c2ccc([N+](=O)[O-])cc2)CC1
10 | 6 | · | · | CS(=O)(=O)c1ccc(-c2cn3cc(C(=O)O)ccc3n2)cc1
11 | 0 | -1.7 | -1.8 | CN(C(=O)COc1ccccc1C(=O)NCCc1ccccc1)c1ccccc1
12 | -8 | -1.9 | -0.56 | COc1ccc(/C(N)=N/OC(=O)CCCc2ccccc2)cc1
13 | -40 | 0.8 | 0.87 | CCn1cc([N+](=O)[O-])c(C(=O)Nc2ccc(Cn3nc(C)cc3C)cc2)n1
14 | · | 0.6 | 0.4 | CCN(CCC(=O)Nc1cc(OC)cc(OC)c1)Cc1ccccc1
15 | -45 | 1 | 1.2 | C=CCn1c(SCc2cccc(F)c2)nc2cc(C(=O)N3CCC(C(N)=O)CC3)ccc2c1=O
16 | 17 | -1.2 | -1.5 | N#Cc1nc(Cc2cccc3ccccc23)oc1NCCN1CCOCC1
17 | -37 | · | · | CC(C)(C)OC(=O)NNC(=S)NC1CCCCC1
18 | 13 | -0.68 | -0.53 | C=CCn1c(SCC(=O)/C(C#N)=C(\C)N)nc2sc(C)c(C)c2c1=O
19 | 14 | -0.11 | -0.76 | O=C1CC(c2ccccc2)n2nc(NC(=O)c3cccs3)nc2N1 (configuration not stated)
20 | 0 | · | · | O=C(Nc1nc(-c2cccnc2)cs1)c1cccc([N+](=O)[O-])c1

Entries of single compounds from above:
`O=C(Nc1nc(-c2cccnc2)cs1)c1cccc([N+](=O)[O-])c1` reads INS promoter inh = 0; sdo1 growth = ·; sdo1 growth Rescue 24 h = ·
`CCN(CCC(=O)Nc1cc(OC)cc(OC)c1)Cc1ccccc1` reads INS promoter inh = ·; sdo1 growth = 0.6; sdo1 growth Rescue 24 h = 0.4

(more compounds)
# | INS promoter inh | sdo1 growth | sdo1 growth Rescue 24 h | Molecule
21 | 38 | -2.3 | -1.7 | O=C(Nc1ccc(Cl)c(Cl)c1)C1CC(=O)N(c2ccc(Br)cc2)C1 (configuration not stated)
22 | 47 | 0 | -0.33 | CC(C)c1ccc(OCC(O)Cn2cnc3ccccc32)cc1 (configuration not stated)
23 | 8 | 0.11 | 0.42 | CC(C)NC(=O)c1onc(CSc2cccc(Cl)c2)c1C(=O)O
24 | 21 | -0.22 | 0.15 | O=C(CSc1nnc(-c2ccco2)n1Cc1ccccc1)NC(=O)NCc1ccccc1
25 | -5 | · | · | CCOc1ccc(C)cc1S(=O)(=O)n1nc(C)cc1C
26 | -14 | -0.62 | -0.77 | COc1ccc(Nc2nc3ccccc3n3nnnc23)cc1
27 | 17 | -0.72 | -0.68 | CCCC1=NN2C(=N)/C(=C\c3cc(C)n(-c4cccc(C)c4)c3C)C(=O)N=C2S1
28 | 12 | 0.34 | -0.08 | Cc1cc(C)c2nc(NC(=O)[C@@H](NC(=O)c3cccc(S(=O)(=O)N4CCOCC4)c3)C(C)C)sc2c1
29 | -371 | -0.47 | -0.7 | CCCCC/C(=N\NC(=O)CCC(=O)NCc1ccccc1)c1ccccc1
30 | -26 | 0.55 | 1.1 | CCC(=O)n1nc(-c2ccccc2)nc1N
31 | -7 | 0.42 | 0.12 | COc1ccc(C(=O)/C=C(\N)C(F)(F)F)c(O)c1
32 | 10 | 0.53 | 0.68 | COC(=O)C1=C(C)N(Cc2ccco2)C(=O)N[C@H]1c1ccccc1
33 | · | 0.45 | 0.28 | Cc1ccc(CNC(=O)C(=O)NCC(c2ccco2)N2CCOCC2)cc1 (configuration not stated)
34 | -54 | 0.5 | -0.41 | Cc1ccc(C)c(NS(=O)(=O)c2cc(C(=O)Nc3cccc(N(C)S(C)(=O)=O)c3)ccc2C)c1
35 | 29 | 0.4 | -0.86 | CC(C)(C)OC(=O)N1CC(O)CC1C(=O)OCC(=O)c1ccccc1 (configuration not stated)
36 | -479 | 0.32 | 0.65 | c1ccc(CN(Cc2cccs2)C(c2cccs2)c2nnnn2C2CCCC2)cc1 (configuration not stated)
37 | -13 | -1.8 | -1.2 | Cc1ccc(Cn2ccc(=O)c(Cc3c(Cl)cccc3Cl)c2C)cc1
38 | 36 | -2 | -0.91 | O=C(Nc1ccc(Cl)cc1)N1CCc2[nH]c3ccccc3c2C1
39 | -23 | 0.2 | -0.61 | O=C(c1cnccn1)N(Cc1ccco1)C1(C(=O)NC2CCCC2)CCCCC1
40 | 67 | -0.2 | 0.84 | Cc1cc(C)c(C#N)c(SCC(=O)Nc2nnc(-c3ccccc3)s2)n1

Four entries from above, as labelled records:
(21) O=C(Nc1ccc(Cl)c(Cl)c1)C1CC(=O)N(c2ccc(Br)cc2)C1 (configuration not stated)
  INS promoter inh = 38
  sdo1 growth = -2.3
  sdo1 growth Rescue 24 h = -1.7
(39) O=C(c1cnccn1)N(Cc1ccco1)C1(C(=O)NC2CCCC2)CCCCC1
  INS promoter inh = -23
  sdo1 growth = 0.2
  sdo1 growth Rescue 24 h = -0.61
(32) COC(=O)C1=C(C)N(Cc2ccco2)C(=O)N[C@H]1c1ccccc1
  INS promoter inh = 10
  sdo1 growth = 0.53
  sdo1 growth Rescue 24 h = 0.68
(40) Cc1cc(C)c(C#N)c(SCC(=O)Nc2nnc(-c3ccccc3)s2)n1
  INS promoter inh = 67
  sdo1 growth = -0.2
  sdo1 growth Rescue 24 h = 0.84

Later entries.
# | INS promoter inh | sdo1 growth | sdo1 growth Rescue 24 h | Molecule
41 | -8 | 0.87 | 0.24 | O=C(O)CCN1C(=O)c2ccc(Oc3ccc4c(c3)C(=O)N(CCC(=O)O)C4=O)cc2C1=O
42 | · | -0.79 | 0.37 | CCN1C(=O)/C(=C\c2ccc(F)cc2)N=C1SCC(=O)NCc1ccco1
43 | 39 | 0.24 | 0.03 | Cc1nc2c(C(=O)N3CCOCC3)cnn2c(C)c1Cc1cccc(Cl)c1
44 | -50 | -1.4 | -0.88 | CCN(C(=O)c1ccc2c(Cl)c3c(nc2c1)CCC3)c1cccc(C)c1
45 | -100 | · | · | CCCCNC(C(=O)Nc1cccc(S(=O)(=O)N2CCOCC2)c1)c1ccccc1 (configuration not stated)
46 | -31 | 0.08 | 0.4 | C=CCC(C#Cc1ccc(C)cc1)N(CC)CC (configuration not stated)
47 | -83 | -0.03 | -0.24 | Cc1ccccc1NC(=O)c1ccc(-n2cncn2)nc1
48 | -341 | · | · | COCCn1c(C)cc(C(=O)CSc2nc(C)nc3sc4c(c23)CCC4)c1C
49 | -3 | 1.7 | 1.7 | CC(C)N1CCN(c2ccncc2S(=O)(=O)N2CCOCC2)CC1
50 | · | -0.95 | -0.43 | COc1ccc(NC(=O)CCSc2cc(C)c3ccccc3n2)cc1
51 | -93 | 0.05 | 0 | O=C(NCc1ccco1)/C(=C\c1cccs1)NC(=O)c1ccsc1
52 | 44 | -0.78 | 0.12 | Cc1cccc(NC(=O)Nc2ccc(Oc3c(F)c(F)c(F)c(F)c3F)cc2)c1
53 | 0 | -0.38 | -0.24 | Cc1csc(NC(=O)C(NS(=O)(=O)c2ccc(Br)s2)c2ccccc2)n1 (configuration not stated)
54 | 3 | 0.16 | 0.58 | Cc1ccc(S(=O)(=O)NCC(=O)N2CCN(c3ccccn3)CC2)cc1
55 | 6 | -1.1 | -1.4 | COc1ccc(/C=C/C(=O)N2CCC(c3ccccc3)C2)cc1 (configuration not stated)
56 | 18 | -0.44 | 0.42 | COC(=O)c1cc(OC)c(OC)cc1NC(=S)Nc1cccc(Cl)c1
57 | · | 0.16 | -0.13 | CCOC(=O)Cc1csc(NC(=O)CSc2nnc(-c3ccc(OC)cc3)n2C)n1
58 | -12 | -0.53 | 0.41 | Cc1nnc(SC(C)C(=O)Nc2ccc(Cl)cn2)n1Cc1ccccc1 (configuration not stated)
59 | · | 1.1 | 0.71 | O=C(O)/C=C\c1cccc(-n2cnnn2)c1
60 | · | -0.44 | -0.21 | O=C1C2ON(c3ccccc3)C(c3ccccc3F)C2C(=O)N1c1ccccc1 (configuration not stated)

New compounds follow:
# | INS promoter inh | sdo1 growth | sdo1 growth Rescue 24 h | Molecule
61 | -46 | 0.91 | 1.8 | COc1ccc(OC)c(NC(=O)CNC(=O)c2cccs2)c1
62 | 3 | 0.16 | -0.03 | Cc1ccsc1C1Nc2ccccc2-c2nc3ccccc3n21 (configuration not stated)
63 | 56 | 1.6 | 2.1 | Cc1nn(C)c(C)c1/C=C/C(=O)c1cccs1
64 | -485 | 0.28 | 0.03 | Cc1sc(NC(=O)c2ccccc2F)c(CN2CCCCC2)c1C
65 | 42 | -0.81 | -1.1 | CCOC(=O)Cc1nnc(NC(=O)CSc2ccccc2)s1
66 | -7 | 0.3 | 0.74 | O=C(NCCc1ccccn1)C1CCCN(S(=O)(=O)Cc2ccccc2)C1 (configuration not stated)
67 | -132 | -0.63 | -0.98 | Cc1cc(C)n(-c2cc(C)c(C)cc2Br)n1
68 | 0 | · | · | O=C(O)C1CN(c2nc(Cl)ccc2[N+](=O)[O-])C1
69 | -33 | · | · | OCCN1CCN(c2ncnc3c2c(-c2ccccc2)cn3-c2ccc(F)cc2)CC1
70 | · | 0.41 | -0.2 | CCSc1nnc(CNC(=O)C23CC4CC(CC(C4)C2)C3)n1C1CCCCC1
71 | -82 | -0.24 | -0.67 | O=C(CN1C(=O)C2C3C=CC(C3)C2C1=O)NCCc1ccccc1Cl (configuration not stated)
72 | -86 | 1.1 | 0.68 | COc1ccccc1N1CCN(/N=C/C=C\c2ccco2)CC1
73 | 57 | · | · | CCSc1sc(CC)cc1C=O
74 | 25 | -1.1 | -1.3 | CCn1c2ccc(OC)cc2c2nc3ccccc3nc21
75 | -64 | · | · | O=C(COc1ccccc1[N+](=O)[O-])Nc1cc(C(=O)O)cc(C(=O)O)c1
76 | -9 | -0.45 | -0.88 | C=C(Br)Cn1c(CC(C)C)nc2ccccc21
77 | 33 | -1.2 | -0.8 | Cc1cc(C)c2c(N)c(-c3nc4ccccc4[nH]3)sc2n1
78 | -7 | -1.1 | -1.3 | CCCC(=O)NC(=S)Nc1cccc(NC(=O)c2ccc(Cl)cc2Cl)c1
79 | 21 | 1.1 | 1.6 | O=C(COC(=O)COc1ccccc1Cl)Nc1ccccc1OC(F)F
80 | · | 0.58 | 1.3 | O=S(=O)(c1ccc(-c2nc3ccccc3s2)cc1)N1CCCC1

(next part)
# | INS promoter inh | sdo1 growth | sdo1 growth Rescue 24 h | Molecule
81 | -9 | · | · | CCN(CC)CC(=O)c1c(N)n(Cc2ccccc2)c(=O)n(C)c1=O
82 | 9 | -0.33 | 0.69 | Cn1nnnc1SCCNCc1cc(Cl)ccc1OCc1ccccc1
83 | i | · | · | COc1cccc(C(C(=O)NC2CCCCC2)N(C(=O)c2ccccn2)c2cccnc2)c1 (configuration not stated)
84 | · | -0.49 | -0.92 | CCOc1ccc2c(c1)c1nnc(SCC(=O)N3CCCCC3C)nc1n2C (configuration not stated)
85 | · | -0.23 | -0.15 | O=C(NCCC1=CCCCC1)C1CCN(C(=O)c2ccc(Br)cc2)CC1
86 | -8 | · | · | COc1cccc(CCc2nnc(CCC(=O)NCCc3cccc(C)n3)o2)c1
87 | · | 0.56 | -0.42 | CN(C)C(C(=O)NC1CCCCC1)c1ccc(Cl)cc1 (configuration not stated)
88 | 23 | -0.72 | -0.6 | N#Cc1c(-c2ccccc2Cl)cc(-c2ccccc2)nc1Br
89 | 67 | -2 | -0.63 | O=c1cnn(-c2ccccc2)c(-c2ccccc2)c1
90 | · | -0.45 | -0.74 | O=S(=O)(NCC1CCCO1)c1ccc(S(=O)(=O)N(Cc2ccccn2)C2CC2)cc1 (configuration not stated)
91 | 58 | · | · | COc1ccc(N2CCN(C(=O)C3CC(=O)N(c4ccc(C)cc4)C3)CC2)cc1 (configuration not stated)
92 | 64 | 0.07 | -1.1 | O=C(CNC1CCCCCC1)c1cccs1
93 | 4 | · | · | O=C1CCN(S(=O)(=O)c2ccc(Br)cc2)CCN1
94 | 50 | -0.59 | -1.9 | CCCCCOC(=O)NCC(O)c1ccccc1 (configuration not stated)
95 | · | -0.37 | 0.03 | CCOC(=O)c1ccc(NC2c3ccccc3C(=O)N2c2ccccn2)cc1 (configuration not stated)
96 | · | -0.74 | 1.2 | COc1ccc(C(C)=O)cc1COC(=O)c1ccc(OCc2c(C)noc2C)cc1
97 | 22 | -0.93 | 0.48 | COc1ccc2c(C)cc(SCC(=O)Nc3nsc(-c4ccc(C)cc4)n3)nc2c1
98 | -34 | 0.32 | -0.08 | Cc1ccc(NC(=O)CCNS(=O)(=O)c2ccc3c(c2)oc(=O)n3C)cc1C
99 | 17 | 0.32 | 0.14 | COc1ccc(NC(=O)CSC2=C(C#N)C(c3ccco3)C3=C(CCCC3=O)N2)c(OC)c1 (configuration not stated)
100 | -21 | -0.61 | -0.42 | Cc1csc(N(C(=O)c2cccc(S(=O)(=O)N3CCCC3)c2)c2ccccc2)n1
101 | -8 | · | · | O=C(NCc1ccc(Cl)cc1)C(=O)Nc1nccs1
